# NPYLR7 agonist: agonists of mosquito NPYLR7 receptor, primary screen, cell-based, Aedes aegypti, calcium fluorescence, mosquito biting behavior. Aedes aegypti neuropeptide Y-like receptor 7 (NPYLR7). HEK293T NPYLR7/Galpha15, GCaMP6s calcium fluorescence. activation, % at 10 µM. hit rate 0.15% among 270,000; in the data active = activation above about 40%;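 also: 0% = vehicle and 100% = reference agonist at the receptor; some compounds past the cut are filed as inactive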
# mcGAS inh: cyclic GMP-AMP synthase inhibitors, mouse, primary biochemical chemiluminescence | recombinant cGAS, Kinase-Glo ATP depletion luminescence | Q8C6L5 | hit rate 0.15% among 160,000 | AID 1259399, 2018 | inhibition, % at 12.5 µM;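 also: 0% = negative control wells and 100% = reference inhibitor with no enzyme activity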
# hcGAS inh: Primary biochemical luminescence assay for human cyclic GMP-AMP synthase inhibitors. Q8N884. recombinant h-cGAS, ATP depletion, Kinase-Glo luminescence. inhibition, % at 12.5 µM. hit rate 0.081% among 290,000. AID 1259398, 2018;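 also: 0% = vehicle reaction and 100% = reaction without DNA for no activity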
# Target sequence (Q8N884 whole entry, looked up): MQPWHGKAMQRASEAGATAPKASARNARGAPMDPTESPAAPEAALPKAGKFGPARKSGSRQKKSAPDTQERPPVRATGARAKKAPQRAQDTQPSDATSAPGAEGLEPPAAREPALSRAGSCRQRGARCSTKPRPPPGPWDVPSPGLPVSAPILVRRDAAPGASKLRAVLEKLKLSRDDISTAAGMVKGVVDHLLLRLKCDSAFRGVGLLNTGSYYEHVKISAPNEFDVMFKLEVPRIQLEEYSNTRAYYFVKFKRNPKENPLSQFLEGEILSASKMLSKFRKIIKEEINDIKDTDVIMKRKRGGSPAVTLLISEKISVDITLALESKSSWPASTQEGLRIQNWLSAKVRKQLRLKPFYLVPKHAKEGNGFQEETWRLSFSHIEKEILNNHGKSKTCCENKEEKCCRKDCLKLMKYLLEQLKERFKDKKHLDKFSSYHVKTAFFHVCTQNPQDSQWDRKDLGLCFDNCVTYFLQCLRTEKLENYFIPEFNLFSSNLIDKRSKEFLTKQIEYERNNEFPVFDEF
# An asterisk follows results filed as active; · = not tested or not shown; & = joins results of further samples. Rule as the data show it, unless noted: active = inhibition above about 40%; inactive = the rest. Rows are unselected; overall some 0.27% were active at least once.
SMILES,NPYLR7 agonist,mcGAS inh,hcGAS inh
CCCc1c(C(=O)N2CCCC(C(=O)OCC)C2)cnn1-c1cccc(F)c1 (configuration not stated),10.4,-5.2,-5.6
CCc1nc2ccccc2n1CCC(=O)N1CCCC(CO)(Cc2ccccc2C)C1 (configuration not stated),19.4&-11.6,-2.9,-7.2&-6.3
COc1ccc(OCCCCOc2ccccc2OC)cc1,13.3,·,-8.2
Cc1ccccc1CSc1ncc(CO)n1CC(=O)NCc1ccc(F)cc1,2.9,·,5.6
N=C1C(c2nc3ccccc3s2)C(=O)CN1CC12CC3CC(CC(C3)C1)C2 (configuration not stated),-2.6,·,-2.4
Fc1cccc(-c2nc3ccccn3c2NC2CCCCC2)c1,11.0&2.4,-8.2&-6.2,-9.1&-7.7
COc1cccc2sc(NC(=O)C(CCSC)NC(=O)COc3ccccc3)nc12 (configuration not stated),-1.6,-6.0,-5.2
O=C1NCC(=O)N2CCN(C(=O)C3(c4ccccc4)CCCC3)CC12 (configuration not stated),9.3,·,-4.1
OCCN(Cc1ccccc1)c1nc(Nc2ccc(F)cc2)c2cn[nH]c2n1,5.1,·,-7.1
CCn1c(C)cn2c3c(=O)n(CC(N)=O)c(=O)n(C)c3nc12,2.1,-2.7,2.8
O=C(NCCCc1ccccc1)N1CCN(C(c2ccccc2)c2ccccc2)CC1,3.9,-5.9,-4.7
CC(c1ccco1)N(C)S(=O)(=O)c1cccc(F)c1C#N (configuration not stated),-3.9,-9.9,-4.9
CCOP(=O)(Cc1ccc(NC(=O)C2(C)CCc3c(C)c(O)c(C)c(C)c3O2)cc1)OCC (configuration not stated),-13.8,-5.1,-2.1
Cc1ccc(=O)n(CC(=O)NCc2cccnc2Oc2c(C)cccc2C)n1,4.1,·,3.7
CCCCN(Cc1cccn1Cc1ccc(Br)cc1)C(=O)CN(CCCOC)S(=O)(=O)c1ccc(Br)cc1,-2.1,-4.2,-1.4
CNC(=O)C1CCN(C(=O)c2cc(C)n(Cc3ccco3)c2C)CC1,-2.1,-5.0,-6.6
O=C(Cc1ccccc1)N(Cc1c(-c2ccccc2)noc1N1CCCCC1)CC1CC1,·,0.4,3.2
CCC(=O)NC(NC(=O)CC)C(Cl)Cl,5.4,·,-7.9
COc1cccc2cc(-c3nc4ccccc4[nH]3)c(=Nc3cccc(C)c3)oc12,-6.7,·,-10.0
COC(=O)C1(C(=O)N(C)Cc2ccccc2C(F)(F)F)CC1,20.0,·,-9.1

# A few values from the list.
# In hcGAS inh, CCC(=O)NC(NC(=O)CC)C(Cl)Cl is entered as -7.9
# In hcGAS inh, COc1cccc2cc(-c3nc4ccccc4[nH]3)c(=Nc3cccc(C)c3)oc12 is entered as -10.0
# In hcGAS inh, CCCCN(Cc1cccn1Cc1ccc(Br)cc1)C(=O)CN(CCCOC)S(=O)(=O)c1ccc(Br)cc1 is entered as -1.4
# In hcGAS inh, COC(=O)C1(C(=O)N(C)Cc2ccccc2C(F)(F)F)CC1 is entered as -9.1
# In hcGAS inh, O=C(Cc1ccccc1)N(Cc1c(-c2ccccc2)noc1N1CCCCC1)CC1CC1 is entered as 3.2

# Later entries.
SMILES,NPYLR7 agonist,mcGAS inh,hcGAS inh
CC(C)c1ccc(CC(=O)N2CCC2(C)C(=O)NCc2ccccc2Br)cc1 (configuration not stated),6.4,-3.1,-7.2
O=C(Cc1ccc(-n2cccn2)cc1)NCC(F)(F)F,9.8,·,-15.8
O=C(Nc1cccc(-c2ccc(F)cc2)c1)C1CCCN(C(=O)CCN2CCCO2)C1 (configuration not stated),3.0&1.8,·,-6.3&-0.5
CN1CC(C(=O)NCc2ccc3c(c2)CCC3)CC1=O (configuration not stated),0.1,·,-15.5
CN(C)C(=O)CSc1nnc(-c2ccc(C(C)(C)C)cc2)n1C,9.4,·,-5.6
Cc1sc(NC(=O)C2CC(=O)N(Cc3ccco3)C2)c(C#N)c1C (configuration not stated),-3.7,0.7,-2.3
CCN(CC)C(=O)C(=O)Nc1cc(C(=O)N(CC)CC)ccc1Cl,9.8,·,-2.9
Cn1cc(-c2cc3cnc(Nc4cccc(S(C)(=O)=O)c4)cc3n2Cc2ccccc2)cn1,-0.2,-4.0,-3.0
COC(=O)c1ccc(N2C(=O)CSC2c2ccc(F)cc2)cc1 (configuration not stated),-1.4,-4.5,-4.0
c1ccc(Cn2c3ccccc3c3nc4ccccc4nc32)cc1,6.7,-6.0,-2.1
O=C(c1ccc([N+](=O)[O-])cc1Cl)N(Cc1cccc(OS(=O)(=O)c2cccc(C(F)(F)F)c2)c1)Cc1ccco1,20.9,-3.9,-2.5
Cc1nnsc1CN(C)CCC(C)c1ccccc1 (configuration not stated),4.9,-6.7,-3.2
O=C(CSc1nc2ccccc2[nH]1)c1ccc(O)cc1O,-3.1,0.6,6.7
Cc1nc(C)c(C(=O)N2CCC(n3nccc3NC(=O)C(C)(C)C)CC2)s1,2.9,·,-6.4
CCc1ccc(S(=O)(=O)NCCCn2nc(-c3ccc(Cl)cc3)ccc2=O)s1,-2.0,·,-2.5
CC1CN(C(=O)c2nn(C)c(=O)c3ccccc23)CC(C)O1 (configuration not stated),-10.2,·,1.5
O=[N+]([O-])c1cccc(CSc2cccc3cccnc23)c1,-2.6,·,2.2
Cc1ncoc1C(=O)NC1CCCc2nc(-c3ccccc3)ncc21 (configuration not stated),3.0,·,-6.3
CCOc1ccc(C(=O)Nc2cc(-c3nc4ccccc4o3)ccc2OC)cc1,7.6,-5.7,-4.6
CCc1noc(CN(C)Cc2ccc(Br)cc2)n1,-1.8,·,0.2
CC(C)c1nc(CCn2cnnn2)n(-c2cccc3cccnc23)n1,1.7,-12.9,-7.5
CCOC(=O)C1C(C)=NC2=C(C(=O)CC(C)(C)C2)C1c1ccc(CC)s1 (configuration not stated),7.5,·,1.2
Cc1c(CN2CCCC(CNC(=O)c3cccs3)C2)[nH]c2ccc(Cl)cc12 (configuration not stated),4.1&12.3,·,-0.5&-11.4
O=C(Nc1ccc(-c2nc3ncccc3o2)cc1)Nc1cccc(Cl)c1,2.1,1.2,-2.1
Cc1ccc2nc(C)cc(C(=O)N3CCCC(CO)(Cc4ccccc4C)C3)c2c1 (configuration not stated),-9.4,-3.1,-2.6
O=C(Nc1nnc(COc2ccc(Cl)cc2)s1)c1ccccc1,-1.9,-5.1,-5.2
CCCS(=O)(=O)N1CCN(c2ccc(C)nn2)CC1,-15.9,-8.2,-1.5
CNC(=O)c1cc(NCC2CCCCC2)ccn1,0.9,·,3.6
Cc1ccc(N2CCn3c2nnc(C(=O)NCCCO)c3=O)cc1,4.1,-6.8,-10.7
O=C(CCc1c[nH]c2ccccc12)N1C[C@H](O)[C@@H](N2CCOCC2)C1,4.4,·,-5.3
Cn1c(Sc2cnccn2)nnc1-c1ccc(F)cc1,2.7,·,-9.6
CCSc1nnc(NC(=O)C=Cc2ccc(Br)o2)s1,1.7,-3.8,-2.7
COc1c(Cl)cc(Cl)cc1C(Nc1ccccc1)P1(=O)OCC(C)(C)CO1 (configuration not stated),1.5,-7.6,-5.5
Cc1c(C)c2c(c(C)c1O)CCC(C)(C(=O)N1CCc3c(nc[nH]c3=O)C1)O2 (configuration not stated),24.1,-19.3,0.6
O=C(O)CCN1C(=O)C2C3C=CC(C3)C2C1=O (configuration not stated),-0.2&-10.8,-4.4,-3.5&-2.4
COc1ccc(-c2ccc3nc(CO)[nH]c3c2)cc1Cl,5.7,·,-8.0
COc1cccc(CCNC(=O)c2cnn3c2CCCC3)c1,0.9,-15.2,-5.5
CC1CCCCN1C(=O)CN1CCN(C(=O)Nc2ccc(F)c(N3CCCC3=O)c2)CC1 (configuration not stated),4.9,7.2,13.1
COC[C@H](C)NC(=O)c1ccc(-c2cc(-c3ccc(Cl)cc3)[nH]n2)cc1,·,2.9,0.5
Cc1ccc(NC(=O)CSc2ccc(-c3sc(-c4cccnc4)nc3C)nn2)cc1,4.1,·,-2.0
Cc1ccc(C)c(C(C)NCC(=O)Nc2cc3c(cc2Br)OCCO3)c1 (configuration not stated),-2.4,-1.3,3.4
COc1cccc(Cc2c(C)nc(C)nc2N2CCN(C(=O)C(C)(C)CCl)CC2)c1,·,-8.2,-10.4
CC(C)c1cccc(C(C)C)c1NC(=O)N1CC(Cc2ccccc2F)C1,1.4,·,-8.4
COc1ccc(-n2nnc3c(N4CCN(S(=O)(=O)c5cccs5)CC4)ncnc32)cc1,-10.7,4.9,3.3
Cc1c(C(=O)NCc2snnc2C(C)C)cnn1-c1ccccn1,1.2,·,-9.9
CC(c1ccccc1)N1C(=O)C2C(C1=O)C1(C)C=CC2(C)O1 (configuration not stated),5.4,·,-0.8
Cc1ccccc1C1c2ccsc2CCN1C(=O)CN(C(=O)c1ccc2c(c1)OCO2)C1CCCCC1 (configuration not stated),6.0,-3.8,-2.6
O=C(NC1=C(NC2CCS(=O)(=O)C2)C(=O)c2ccccc2C1=O)c1ccccc1 (configuration not stated),0.4,·,-4.6
N#CCCN(Cc1cccnc1)C(=O)CC(c1ccccc1C(F)(F)F)c1c[nH]c2ccccc12 (configuration not stated),3.1,-2.7,-4.2
O=C1C(=O)N(c2nncs2)C(c2ccc(F)cc2)C1=C(O)c1ccc(F)cc1 (configuration not stated),5.5,·,-0.7
# Continuation.
SMILES,NPYLR7 agonist,mcGAS inh,hcGAS inh
Cn1c(=O)oc2cc(S(=O)(=O)Nc3cccnc3)ccc21,8.1,-3.0,-3.6
CCOC(=O)c1nn(-c2ccccc2)c(=O)c2c(NC(=O)COC)scc12,2.3,-5.7,-1.3
COc1ccc(-n2c(-c3ccccc3F)n[nH]c2=S)cc1,-8.8,·,1.3
Cc1nn(C)c(C)c1NC(=O)CNc1cc(Cl)ccc1C(=O)N1CCCC1,11.0,·,-10.8
Clc1cccc(C=NC=Nc2cccc(Cl)c2)c1,-6.3,·,-0.7
CN1CC(=O)N(CC(=O)Nc2ccccc2Sc2ccccc2)C1=O,-2.1,·,-6.7
CN(c1ccccc1)S(=O)(=O)c1c(F)cc(F)cc1Br,-5.8,·,3.8
CCOc1ccccc1CN(C(=O)c1cn2cc(Cl)ccc2n1)C1CC1,-1.6,·,-3.7
COC(=O)CCC(=O)Nc1cccc(-c2cccc(-c3ccc4c(c3)OCCO4)n2)c1,1.6,-2.7,-2.8
CSc1ccc(/C=C2\N=C(c3ccccc3)OC2=O)cc1,-2.9,·,-0.6
N#CCCN(Cn1nc(C2CC2)n(-c2ccccc2)c1=S)C1CC1,-1.4,·,-6.4
CC1(C)CC(Nc2ccc(C(F)(F)F)cc2[N+](=O)[O-])CC(C)(C)N1,5.8,·,-3.4
CCN(CC)S(=O)(=O)c1cccc(C(=O)Nc2cccc(F)c2)c1,4.2&6.8,-6.8&-5.4,-3.4&-2.7
Cc1nnc(SCc2nc(-c3ccsc3)no2)n1C1CC1,-2.2,-4.7,-8.1
O=C(c1ccc(CSc2cccc(C(F)(F)F)c2)cc1)N1C2CCC1CC(Oc1ccc3c(c1)OCO3)C2 (configuration not stated),-0.6,-3.5,-4.8
COc1ncc(C(=O)NCc2cccnc2N(C)C2CCCCC2)cn1,1.9,-15.7,-2.7
CNCCOc1ccc(C)cc1-c1cc(N)nc2[nH]ccc12,-6.1,-13.8,-2.3
CN(Cc1nc2ccc(Cl)cc2[nH]1)C(=O)CCc1nnc(C2CCCCC2)o1,4.9,·,-8.1
Cc1cc(C)nc(NNC(=O)C2(c3ccc(Cl)cc3)CCCC2)n1,6.9,-7.2,-1.4
CCn1c(SCc2ccc(Br)cc2F)nnc1-c1c2c(nc3ccccc13)CCC2,-1.9,-4.8,-2.6

# Compounds from the list above containing a tert-butyl group:
SMILES,NPYLR7 agonist,mcGAS inh,hcGAS inh
CN(C)C(=O)CSc1nnc(-c2ccc(C(C)(C)C)cc2)n1C,9.4,·,-5.6
Cc1nc(C)c(C(=O)N2CCC(n3nccc3NC(=O)C(C)(C)C)CC2)s1,2.9,·,-6.4

# The list continues.
SMILES,NPYLR7 agonist,mcGAS inh,hcGAS inh
COC(=O)c1ccc(/C=N\NC(=O)CSc2nc3ccccc3[nH]2)cc1,-9.0,0.0,-0.6
COCCCn1c(=S)[nH]c2sc3c(c2c1=O)CCCC3,-12.3,·,-0.4
CN1CCN(C)C2(CCN(C(=O)c3cccc4c3NCCC4)CC2)C1,12.9,·,-3.6
CCOC(=O)c1ccc(NC(=O)CSc2ccc3nnc(-c4ccc(OC)cc4)n3n2)cc1,12.8,-7.1,-6.4
CN(C)c1nc2sc(C(=O)NCC3CCCOC3)cc2s1 (configuration not stated),3.7,·,-17.8
CCC(C)(NC(=O)c1ccc(COc2ccccc2C#N)o1)C(=O)OC (configuration not stated),-4.5,·,-16.5
O=C1OCCN1Cc1nc(C2(c3ccc(F)cc3)CCOC2)no1 (configuration not stated),-4.8,·,-12.1
CC(C)N(Cc1nc2ccccc2c(=O)[nH]1)C(=O)CN1C(=O)N(C)C2(CCCCC2)C1=O,6.8,·,-12.8
Cc1nc(CN2C(=O)C(C)ON=C2c2cccc3ccccc23)cs1 (configuration not stated),-4.0,·,-7.3
COC(=O)C(C)Sc1nnc(Cc2ccccc2)n1-c1ccccc1C (configuration not stated),-2.1,-4.6,-4.8
O=C(CSc1nc2[nH]ncc2c(=O)[nH]1)c1ccc(Cl)cc1,-21.4,-0.1,0.3
CCCn1nnnc1Cn1nc2ccccn2c1=O,2.9,·,4.6
CC(C)Cc1cc(C(=O)N2CCc3c(ncnc3N3CCOCC3)C2)on1,7.9,·,-7.1
CCOc1ccc2c(c1)c(=O)c(S(=O)(=O)c1ccccc1)cn2Cc1ccc(OC)cc1,-6.1,-6.3,-5.9
Clc1ccc(-n2nnnc2SCc2nc3ccccc3o2)cc1,-2.1,·,6.7
